# Screening data deposited in PubChem by National Center for Advancing Translational Sciences (NCATS).
# IL-1B inflam inh = blocks inflammasome-driven IL-1 beta release; THP-1 LPS/ATP IL-1B secretion, AlphaLISA, 16 h; hits give low values; activity change, % at 57.5 µM; 360,000 tested, 4.7% active; in the data active = activity change below about -50%; inconclusive = mostly about -30% to -49%; note: % is set by controls: 0 for no effect and ±100 for the full control effect
#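 Secreted IL-1B measured by AlphaLISA bead assay after 16 h compound exposure of THP-1 cells; compounds (final up to 57.5 uM) added 1 h before LPS (250 ng/mL) and ATP (1.25 mM) stimulation; lower signal means less secretion.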
# DRD3 agonist = agonists of human D3 dopamine receptor. P35462. D3R DiscoveRx beta-arrestin cells, luminescence, 90 min. max activation, %. 410,000 tested, 0.58% active. AID 652048; in the data active = max activation above about 30%; note: 0% is about no effect; mostly tested at two doses, the higher about 12 µM
# Target sequence (P35462 whole entry, looked up): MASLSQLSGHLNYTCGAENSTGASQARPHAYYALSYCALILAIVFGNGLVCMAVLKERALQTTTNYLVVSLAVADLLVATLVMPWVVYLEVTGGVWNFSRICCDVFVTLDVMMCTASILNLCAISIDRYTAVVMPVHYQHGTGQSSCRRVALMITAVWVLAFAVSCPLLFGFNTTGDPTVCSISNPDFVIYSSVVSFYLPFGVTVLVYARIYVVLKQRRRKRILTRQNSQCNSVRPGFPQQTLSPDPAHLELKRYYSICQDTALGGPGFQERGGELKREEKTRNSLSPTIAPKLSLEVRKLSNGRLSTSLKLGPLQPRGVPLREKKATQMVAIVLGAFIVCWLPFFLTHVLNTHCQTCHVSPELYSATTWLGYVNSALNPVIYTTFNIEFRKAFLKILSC
#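 Cells at 1500/well, incubated overnight, then treated with pinned compounds (dopamine as control) for 90 min at 37 degrees C. DiscoveRx reagent added for 30 - 60 minutes at room temperature; luminescence read.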
# HT1080NT lethal = kills 2HG-producing HT-1080-NT fibrosarcoma cells; Potency, µM (doses to about 46.1 µM), for inactives: at the highest dose activity, negative = less viability, usual class: cytotoxic; AID 686970; 360,000 tested, 1.6% active; HT-1080-NT fibrosarcoma viability, CellTiter-Glo ATP luminescence, 48 h;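 note: NT is the 2HG producing partner of a matched IDH1 knockdown line; potency is the fitted concentration of half-maximal effect; 0% = DMSO-treated cells and -100% = media-only wells without cells; nearly all actives have a fitted effect of over 55% in size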
#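 Viability by CellTiter-Glo luminescence after 48 h compound exposure at 37C of HT-1080-NT cells (750/well, RPMI, 5% FBS). % activity scaled between DMSO wells and medium-only wells, then curve-fitted and categorized by curve class.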
# KB-V1 MDR tox = KB-V1 MDR subline cytotoxicity | KB-V1 MDR cells viability, CellTiter-Glo, 72 h | 400,000 tested, 3.4% active | Potency, µM (doses to about 46.1 µM), without a hit: at the top dose activity change, negative = cytotoxicity, most hits filed as cytotoxic; note: potency is the fitted concentration of half-maximal effect; % is set by controls: 0 for no effect and ±100 for the full control effect; nearly all actives have a fitted effect of over 60% in size
#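 KB-V1, DMEM (no phenol red) + 10% FBS; cpd pin-transferred, titration series; 72 h, 37 degrees C; CellTiter-Glo, luminescence. Data normalized, curve-fit.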
# KB-3-1 tox = KB-3-1 parental cell cytotoxicity | KB-3-1 viability, CellTiter-Glo ATP luminescence, 72 h | Potency, µM (doses to about 46.1 µM), without a hit: at the top dose activity change, negative = cytotoxic, most hits filed as cytotoxic | 400,000 tested, 1.4% active | AID 1347075; note: potency is the fitted concentration of half-maximal effect; % is set by controls: 0 for no effect and ±100 for the full control effect; nearly all actives have a fitted effect of over 60% in size
#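 KB-3-1 cells, DMEM (no phenol red) + 10% FBS; compound by pin transfer, 72 h, 37 °C. Readout: CellTiter-Glo luminescence after 10 min. Data normalized, curve-fitted.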
# SW480 rereplic = induces DNA re-replication in SW480 colon adenocarcinoma cells; Potency, µM (titrated, usually from 46.1 µM), without a hit: at the highest dose re-replication activation, most hits filed as activators; SW480 DNA re-replication, Hoechst DNA content imaging, 48 h; 340,000 tested, 1.8% active; note: potency is the fitted concentration of half-maximal effect; % of control where 0% means no effect; nearly all actives have a fitted effect of over 55% in size
#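 Image-based read-out: total Hoechst fluorescence of nuclei (405 nm excitation, 500-530 nm emission), with hits raising the fraction of high-intensity nuclei. SW480 colon cells incubated 48 hr with compounds at 37 C.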
# GLP-1R agonist = activates the human GLP-1 receptor; HEK293 GLP-1R CRE-luciferase, luminescence, 4-6 h; cells express a hypersensitive GLP-1R form; Potency, µM (doses to about 45.6 µM), for inactives: at the top dose activation, actives largely listed as activators; 380,000 tested, 0.007% active; AID 624172; P43220; note: potency is the fitted concentration of half-maximal effect; % of control where 0% means no effect
# Target sequence (P43220 whole entry, looked up): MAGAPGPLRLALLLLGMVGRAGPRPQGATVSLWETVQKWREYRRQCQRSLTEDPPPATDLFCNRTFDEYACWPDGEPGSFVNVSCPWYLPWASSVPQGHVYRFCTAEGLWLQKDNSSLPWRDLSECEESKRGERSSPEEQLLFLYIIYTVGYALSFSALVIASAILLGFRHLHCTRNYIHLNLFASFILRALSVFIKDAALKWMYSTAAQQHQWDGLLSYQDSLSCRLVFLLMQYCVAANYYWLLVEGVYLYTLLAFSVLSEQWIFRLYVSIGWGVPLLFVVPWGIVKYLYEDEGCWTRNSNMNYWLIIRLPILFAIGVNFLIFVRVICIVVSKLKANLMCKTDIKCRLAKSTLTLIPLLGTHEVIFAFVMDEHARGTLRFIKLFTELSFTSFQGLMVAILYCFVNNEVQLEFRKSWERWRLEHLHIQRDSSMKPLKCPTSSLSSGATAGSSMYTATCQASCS
# HT1080 IDH1KD tx = kills HT-1080 cells with IDH1 knockdown; HT-1080 IDH1 knockdown viability, ATP luminescence, 48 h; Potency, µM (top dose mostly 46.1 µM), without a hit: at the highest dose activity, negative = toxicity, actives largely listed as cytotoxic; 360,000 tested, 2% active; AID 686971;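 note: potency is the fitted concentration of half-maximal effect; 0% = DMSO wells and -100% = cell-free medium wells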
#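 After a 2 h attachment period, IDH1KD HT-1080 cells took pin-transferred compound for 48 h at 37 °C; ATP-based luminescence after 10 min room-temperature reagent incubation reported viability.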
# DRD3 antagonist = D3 dopamine receptor (human) antagonism; P35462; D3R cells, DiscoveRx beta-arrestin luminescence, antagonist mode; hits give low values; max response, negative = inhibition, %; 360,000 tested, 2.5% active; in the data active = max response below about -50%; inconclusive = no clear call, values can overlap the other calls; note: % is set by controls: 0 for no effect and ±100 for the full control effect; mostly tested at two doses, the higher about 12 µM
#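 Cells plated overnight at 1500 cells/well, then exposed to library compounds with dopamine controls for 90 minutes at 37 degrees C. DiscoveRx reagent added for 30–60 minutes at room temperature; luminescence read, quantitative HTS format.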
# * = called active by the depositor; ? = inconclusive; / = no result given; [ ] = dose if it differs, or a comment. Unless noted, calls come from the whole dose curve; as a rule, active = well fitted curve in the direction sought with a large enough effect; inconclusive = small, poorly fitted or top-dose-only effect, or another doubt; inactive = no such curve, though single readings can be large; an effect the other way counts as inactive or inconclusive.
# Preview:
# Values in the order: IL-1B inflam inh	KB-V1 MDR tox	GLP-1R agonist	DRD3 antagonist	HT1080NT lethal	DRD3 agonist	SW480 rereplic	HT1080 IDH1KD tx	KB-3-1 tox
- CCN(C[C@H]1N[C@@](Cc2ccccc2)(C(=O)OC)[C@H]2C(=O)N(C)C(=O)[C@@H]12)C(=O)C1CCCCC1
  4	-3%	3%	-18	2%	-32	?	-4%	4%
- Oc1ccc(/C=N/Nc2ccc(Cl)nn2)cc1O
  45	-2%	8%	-1	-16%	17	-10%	-6%	-3%

# Main list, from the first entry:
# Values in the order: IL-1B inflam inh	KB-V1 MDR tox	GLP-1R agonist	DRD3 antagonist	HT1080NT lethal	DRD3 agonist	SW480 rereplic	HT1080 IDH1KD tx	KB-3-1 tox
- CCN(C[C@H]1N[C@@](Cc2ccccc2)(C(=O)OC)[C@H]2C(=O)N(C)C(=O)[C@@H]12)C(=O)C1CCCCC1
  4	-3%	3%	-18	2%	-32	?	-4%	4%
- Oc1ccc(/C=N/Nc2ccc(Cl)nn2)cc1O
  45	-2%	8%	-1	-16%	17	-10%	-6%	-3%
- CC(C)C(NC(=O)CC12CC3CC(CC(C3)C1)C2)C(=O)O (configuration not stated)
  25	12%	-2%	-1	0%	1	2%	2%	-17%
- CC1CCCCN1C(=S)NC(=O)c1cccs1 (configuration not stated)
  10	9%	-1%	-28	-6%	-4	-27%	-7%	4%
- CC(=O)Nc1ccc(NC(=O)c2ccc(Cl)nc2)cc1
  -17	3%	-2%	-6	2%	1	9%	11%	3%
- Nc1c(C(=O)NCc2ccc(F)cc2)c2nc3ccccc3nc2n1CCCN1CCOCC1
  -10	?	-20%	0	?	-4	3.7µM*	?	?
- CC1CN(C(=O)c2cccs2)CCN1C(=O)c1cccs1 (configuration not stated)
  -2	0%	-8%	-3	14%	-1	-1%	10%	8%
- CCN(CC(=O)Nc1ccccc1OC)CC(=O)Nc1sccc1C#N
  10	-18%	-4%	-12	-8%	-2	1%	-13%	16%
- S=C1NC2CCCCC2N1 (configuration not stated)
  8	1%	4%	-4	13%	2	-3%	13%	-2%
- N#Cc1ccc(Nc2nc(-c3ccccc3)c(C(=O)c3ccccc3)s2)cc1
  -52*	?	-4%	45	?	6	/	?	?
- C/C(=N\N(c1ccccc1)c1ccccc1)c1ccco1
  -13	-9%	-3%	-13	7%	5	5%	-14%	-1%
- COc1ccc(CCNC(=O)COC(=O)c2cccn2C)cc1
  -6	-1%	10%	1	5%	4	-1%	10%	12%
- COc1cc(CCCN2C(N)=NC[C@@H]2c2ccccc2)cc(OC)c1OC
  -9	?	3%	0	4%	6	1%	8%	6%
- CC(C)N(C(=O)CSc1nn2c(=O)c(C(C)(C)C)nnc2s1)c1ccccc1
  -50*	?	5%	-22	-2%	0	4%	-2%	?
- Cc1ccc(C(=O)C(C)N(C(=O)c2ccc(Cl)cc2Cl)N2C(=O)CCCC2=O)cc1 (configuration not stated)
  28	-5%	1%	1	1%	2	3%	7%	-4%
- Cc1ccc(NC(=O)CC2SC(=NC3CCCCC3)NC2=O)cc1 (configuration not stated)
  17	1%	1%	-28	-3%	-7	-697%[inhibitor]	-1%	-5%
- CCN(CC)S(=O)(=O)c1ccc(NC(=O)C2COc3ccccc3O2)cc1 (configuration not stated)
  -13	0%	9%	22	-2%	-5	-7%	-1%	0%
- CCc1ccc(N2CC(C(=O)Nc3nc4ccc(S(C)(=O)=O)cc4s3)CC2=O)cc1 (configuration not stated)
  35	0%	10%	1	-19%	-3	-6%	-15%	26%
- O=C(COc1cccc(Cl)c1)NNC(=S)Nc1ccccc1
  25	3%	-2%	0	5%	6	1%	5%	9%
- Cc1c(NC(=O)CN2CCN(c3ccc(F)cc3)CC2)c(=O)n(-c2ccccc2)n1C
  0	3%	1%	8	13%	8	-7%	12%	0%
- Cc1cccc(N2CCN(C(=O)C3CCN(S(=O)(=O)c4cccnc4)CC3)CC2)c1C
  21	-5%	6%	-6	9%	-2	-3%	1%	-5%
- CCOc1cc(/C=C2\C(=N)N3N=C(CC)SC3=NC2=O)ccc1OCCOc1ccc(NC(C)=O)cc1
  10	4%	10%	-1	7%	-4	-2%	6%	27%
- CC(C)C(=O)c1cn(CC(=O)O)c2ccccc12
  -8	0%	0%	-21	-4%	-6	?	-19%	-14%
- N#Cc1c(N)nc2c(c1-c1cccc(O)c1)CCCCCC2
  5	-13%	11%	12	?	1	-12%	0%	-10%
- COc1ccc(N2C(=O)CC(N(Cc3ccco3)C(=O)CCC(=O)O)C2=O)cc1 (configuration not stated)
  28	5%	-3%	0	-3%	-2	-8%	-2%	0%
- CCOc1nc(NCc2ccco2)nc(Nc2ccccc2F)n1
  10	-1%	3%	-3	-13%	1	10%	-1%	3%
- COc1ccc(C(CNC(=O)c2cc3c(s2)CCC(C)C3)N2CCCC2)cc1 (configuration not stated)
  ?	5%	6%	-105*	?	-24	?	?	21µM*
- CC(CNCC1CCCO1)COc1cccc2ccccc12 (configuration not stated)
  -4	-6%	-17%	-21	-20%	-11	2%	-11%	3%
- O=C(NCc1ccc2c(c1)OCO2)c1nc(Cn2cc(Br)cn2)no1
  3	9%	15%	8	-1%	3	-10%	1%	13%
- CCOC(=O)CCC(=O)Nc1ccc([N+](=O)[O-])cc1C
  -8	16%	5%	6	?	-10	-14%	14%	-2%

# Rewritten as comma-separated lines: part of the list above.
SMILES,IL-1B inflam inh,KB-V1 MDR tox,GLP-1R agonist,DRD3 antagonist,HT1080NT lethal,DRD3 agonist,SW480 rereplic,HT1080 IDH1KD tx,KB-3-1 tox
Nc1c(C(=O)NCc2ccc(F)cc2)c2nc3ccccc3nc2n1CCCN1CCOCC1,-10,?,-20%,0,?,-4,3.7µM*,?,?
CC(C)C(NC(=O)CC12CC3CC(CC(C3)C1)C2)C(=O)O (configuration not stated),25,12%,-2%,-1,0%,1,2%,2%,-17%
Oc1ccc(/C=N/Nc2ccc(Cl)nn2)cc1O,45,-2%,8%,-1,-16%,17,-10%,-6%,-3%
N#Cc1ccc(Nc2nc(-c3ccccc3)c(C(=O)c3ccccc3)s2)cc1,-52*,?,-4%,45,?,6,/,?,?
COc1ccc(CCNC(=O)COC(=O)c2cccn2C)cc1,-6,-1%,10%,1,5%,4,-1%,10%,12%
CC(CNCC1CCCO1)COc1cccc2ccccc12 (configuration not stated),-4,-6%,-17%,-21,-20%,-11,2%,-11%,3%
Cc1c(NC(=O)CN2CCN(c3ccc(F)cc3)CC2)c(=O)n(-c2ccccc2)n1C,0,3%,1%,8,13%,8,-7%,12%,0%

# Later entries
# Values in the order: IL-1B inflam inh	KB-V1 MDR tox	GLP-1R agonist	DRD3 antagonist	HT1080NT lethal	DRD3 agonist	SW480 rereplic	HT1080 IDH1KD tx	KB-3-1 tox
- CC(=O)Nc1cccc(NC(=O)CSc2nnc(NC(=O)c3ccco3)s2)c1
  -5	19%	1%	7	4%	3	-10%	0%	-14%
- O=C(NNC(=O)c1cc2ccccc2cc1O)NC1CCCCC1
  -7	23%	-4%	-5	-17%	-13	1%	-10%	5%
- O=C(COc1ccc(Br)cc1)NNC(=O)c1ccc(-n2cncn2)c([N+](=O)[O-])c1
  5	0%	-6%	10	-1%	0	2%	-2%	0%
- Cc1ccc(C(C#N)c2ccc3c(C(F)(F)F)cc(C(F)(F)F)nc3n2)cc1 (configuration not stated)
  ?	?	1%	?	12%	1	-9%	4%	?
- CCN1c2ccccc2-c2nc3ccccc3n2C1c1ccco1 (configuration not stated)
  -15	-28%	1%	-50*	6%	1	?	-9%	?
- O=C(/C(=C/O)N=Nc1ccccc1)c1ccco1
  -16	4%	11%	-6	-3%	2	?	-23%	3%
- O=C(CCn1c(=O)oc2cc(Cl)ccc21)Nc1ccc(O)cc1
  -17	-12%	4%	-3	-22%	-7	8%	-2%	-6%
- c1ccc2[nH]c(CSc3nc4ccccc4o3)nc2c1
  -12	0%	0%	22	0%	-19	4%	-5%	-11%
- Cc1cc(NC(=O)COc2nnc(-c3ccccc3)c3ccccc23)no1
  -11	-1%	2%	-16	-12%	1	-7%	-16%	3%
- Cc1ccc(Cn2c(C(=O)O)c(CNCc3ccc(C)o3)c3ccc(C)cc32)cc1
  /	-41%	-4%	/	/	-2	/	/	0%
- O=C(NCc1ccccc1)c1ccc(CS(=O)(=O)c2ccc(Br)cc2)o1
  -19	1%	-4%	7	1%	11	-11%	-13%	11%
- CCOc1ccc(C(=O)c2cc3ccc(O)cc3oc2=O)cc1
  0	2%	-2%	-1	7%	4	-32%[inhibitor]	8%	-7%
- COc1ccc(NC(=O)CN(C)CC(=O)Nc2cccc3ccccc23)c(OC)c1
  -7	?	3%	-5	2%	1	-3%	6%	22%
- COc1ccc(C(=O)Oc2ccc(-c3nnco3)cc2)cc1S(=O)(=O)N1CCOCC1
  12	-9%	-3%	37	-20%	22	1%	0%	-2%
- CC(/C=N/N1CCN(c2ccccc2)CC1)=C\c1ccccc1
  -4	-17%	-10%	24	18%	-12	-2%	-1%	4%
- COc1ccc(NC(=O)N/C=C/c2ccc(Cl)cc2)cc1
  -12	1%	15%	-2	16%	-3	-12%	-2%	?
- CNC(=O)NC(=O)CSc1ccc(S(=O)(=O)N(C)C2CCCCC2)cn1
  21	?	5%	?	-7%	-5	0%	-7%	-1%
- COC(=O)c1c(NC(=O)c2ccc(S(=O)(=O)N3CCCCC3C)cc2)sc2c1CCN(C(C)C)C2 (configuration not stated)
  /	0%	-7%	/	/	-14	/	/	2%
- Cc1cc2n(n1)C(c1ccc(O)cc1)Nc1ccccc1-2 (configuration not stated)
  ?	-13%	47%	20	1%	2	15%	-18%	-10%
